# Screening data: PubChem, National Center for Advancing Translational Sciences (NCATS)
# D2 antag: HTS Assay for Allosteric Antagonists of the Human D2 Dopamine Receptor: Primary Screen for Antagonists. D(2) dopamine receptor (Homo sapiens), P14416. inhibition, % at 10 µM. 2% of 340,000 active. HEK293 TREx D2 cells, calcium flux, dopamine EC80; in the data active = inhibition above about 30%; note: 0% is about no effect
#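 Overnight-induced (tetracycline, 30 C) HEK293 T-REx cells carrying force-coupled D2 receive a no-wash calcium dye, then compound, then EC80 dopamine at 180 s; signals are read kinetically throughout.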
# Vif-A3F inh: qHTS for Inhibitors of Vif-A3F Interactions: qHTS | HeLa A3F-eYFP + Vif (tagged APOBEC3F with the HIV-1 protein that degrades it), YFP fluorescence increase | Potency, µM (highest dose often 46.1 µM), inactives show top-dose activity, negative = active | 0.2% of 390,000 active | AID 602313, 2012; note: potency is the fitted concentration of half-maximal effect; % of control where 0% means no effect; nearly all actives have a fitted effect of over 65% in size
#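 HeLa cells stably expressing Vif plus C-terminally eYFP-tagged A3F were seeded, incubated overnight at 37 deg C, dosed with compound, incubated overnight again at 37 deg C. Yellow fluorescence (Ex 488/Em 500-530) reported blocked Vif-mediated A3F-eYFP degradation.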
# ALOX12 inh: Primary qHTS assay for inhibitors of human arachidonate 12S-lipoxygenase (ALOX12): Round 2; Polyunsaturated fatty acid lipoxygenase ALOX12 (Homo sapiens), P18054; purified 12hLO, xylenol orange hydroperoxide absorbance; Potency, µM (highest dose often 108 µM), for inactives: at the highest dose activity change, negative = inhibition, usual class: inhibitors; 1.1% of 580,000 active; AID 1671190, 2021; note: potency is the fitted concentration of half-maximal effect; % is set by controls: 0 for no effect and ±100 for the full control effect
#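 Purified human 12hLO at 150 nM in 25 mM Hepes, 0.01% Triton X-100, pH 7.0, preincubated 15 min at room temperature with compound. Reaction started with 40 uM arachidonic acid, 30 min at room temperature. Hydroperoxide measured by Fe-xylenol orange, 573/405 nm absorbance ratio.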
# GRP78 ERSR act: qHTS for Inducers of the Endoplasmic Reticulum Stress Response (ERSR) in Human Glioma: qHTS; U87-MG GRP78 promoter luciferase reporter, 16 h; Potency, µM, for inactives: at the highest dose activation, usual class: activators; 0.02% of 420,000 active; AID 602332, 2012; note: potency is the fitted concentration of half-maximal effect; series mostly up to about 76 µM; % of control where 0% means no effect; nearly all actives have a fitted effect of over 35% in size
#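 Stably transfected U87-MG glioma cells carrying a GRP78-based luciferase sensor; 16 h compound incubation. Luminescence end-point read 10 min after Bright-Glo addition at room temperature.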
# Vif-APOBEC3G blk: qHTS for Inhibitors of Vif-A3G Interactions: qHTS. DNA dC->dU-editing enzyme APOBEC-3G (Homo sapiens), Q9HC16. HeLa A3G-eYFP + Vif (tagged APOBEC3G with the HIV-1 protein that degrades it), YFP fluorescence, overnight. Potency, µM (highest dose often 46.1 µM), without a hit: top-dose activity, negative = active, actives largely listed as inhibitors. 0.076% of 410,000 active;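 note: potency is the fitted concentration of half-maximal effect; % is set by controls: 0 for no effect and ±100 for the full control effect; nearly all actives have a fitted effect of over 60% in size; hits raise eYFP signal because A3G escapes Vif-driven loss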
# Target sequence (Q9HC16 whole entry, looked up): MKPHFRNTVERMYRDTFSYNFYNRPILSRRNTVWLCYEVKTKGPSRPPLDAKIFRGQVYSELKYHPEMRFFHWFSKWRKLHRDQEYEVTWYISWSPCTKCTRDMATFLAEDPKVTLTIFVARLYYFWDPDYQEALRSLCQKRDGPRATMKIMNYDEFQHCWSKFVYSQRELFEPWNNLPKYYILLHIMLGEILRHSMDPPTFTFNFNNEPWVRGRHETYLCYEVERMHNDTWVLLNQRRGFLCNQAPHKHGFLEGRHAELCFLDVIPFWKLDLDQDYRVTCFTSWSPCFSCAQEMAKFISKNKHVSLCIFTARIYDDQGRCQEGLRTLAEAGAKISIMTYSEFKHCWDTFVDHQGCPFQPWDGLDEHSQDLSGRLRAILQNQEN
#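 Read-out is eYFP fluorescence (Ex 488/Em 500-530) from Vif-expressing HeLa A3G-eYFP cells; more signal means A3G escaped Vif-mediated degradation. Cells plated overnight, compound pinned in, incubated overnight at 37 deg C.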
# D2 agonist: HTS Assay for Allosteric Agonists of the Human D2 Dopamine Receptor: Primary Screen for Agonists; D(2) dopamine receptor (Homo sapiens), P14416; activation, % at 2 µM; AID 485358, 2010; 0.53% of 340,000 active; HEK293 T-REx D2 cells, calcium flux agonist mode;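 active = activation over 3 SD above normal in the single-dose calcium agonist read, cut at about 30% in these data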; note: 0% is about no effect
#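 Calcium-flux readout, 1 cycle/sec over 180 s following compound pin transfer, in inducible HEK293 Trex D2 cells (force-coupled); dopamine controls included. Positive calcium responses during this window marked compounds as potential agonists.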
# LDHA block: qHTS assay for inhibitors of human lactate dehydrogenase. L-lactate dehydrogenase A chain (Homo sapiens), P00338. purified LDHA, NADH/diaphorase-resazurin fluorescence; active compounds read low. activity change, % (values are at about 110 or 230 µM). 0.15% of 480,000 active. AID 1347041, 2019; in the data active = activity change below about -30%; inconclusive = mostly about -25% to -30%;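 note: plate controls were DMSO wells for no effect and wells without enzyme for full effect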
#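 Resorufin fluorescence (ex540/em590), read at 0 and 20 min after diaphorase/resazurin addition, reports the NADH left after a 5 min room-temperature reaction of 2 nM human LDH5 with 0.06 mM NADH and 0.2 mM pyruvate.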
# ERG Ets-DNA blk: qHTS for Small Molecule Inhibitors of the ERG Ets/DNA interaction | Transcriptional regulator ERG (Homo sapiens), P11308 | fluorescence polarization, His-ERG Ets domain / labelled DNA | Potency, µM (titrated, usually from 76.9 µM), for the others: at the highest dose FP activity, negative = inhibition, usual class: inhibitors | 0.028% of 370,000 active | AID 624246, 2012; active = well fitted inhibition curve with a large enough effect in the polarisation, with a control signal flat; inconclusive = small, poorly fitted or top-dose-only effect, or effect the other way, or a change in a side signal; inactive = no such curve, though single readings can be large or run the other way; the % refers to the polarisation;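 note: polarization taken with two DNA probes labelled with fluorescein and Texas red; potency is the fitted concentration of half-maximal effect; % of control where 0% means no effect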
# Target sequence (P11308 whole entry, looked up, the tested form may be a part): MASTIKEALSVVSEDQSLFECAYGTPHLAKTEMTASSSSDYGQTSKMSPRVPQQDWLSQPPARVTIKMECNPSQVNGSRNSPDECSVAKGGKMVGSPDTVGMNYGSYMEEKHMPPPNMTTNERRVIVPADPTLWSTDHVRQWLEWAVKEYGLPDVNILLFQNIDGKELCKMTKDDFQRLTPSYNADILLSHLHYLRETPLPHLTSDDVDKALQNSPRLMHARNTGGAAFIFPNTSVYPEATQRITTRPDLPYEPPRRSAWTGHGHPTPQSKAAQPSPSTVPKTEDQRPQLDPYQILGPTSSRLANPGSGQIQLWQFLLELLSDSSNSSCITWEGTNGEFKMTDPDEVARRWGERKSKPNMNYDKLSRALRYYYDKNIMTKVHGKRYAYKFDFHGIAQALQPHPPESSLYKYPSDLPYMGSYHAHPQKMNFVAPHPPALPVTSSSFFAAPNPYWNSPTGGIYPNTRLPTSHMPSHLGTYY
#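 His-tagged ERG Ets domain (1 uM in the protein solution; 300mM KCl, 50mM Tris-HCl, 1mM EDTA, 1mM DTT, pH 7.5) received compound, then a probe mix of 5 nM fluorescein-DNA and 100nM Texas-615-DNA. Fluorescence polarization was read for both dyes.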
# RGS4 inhibitor: Inhibitors of Regulator of G Protein Signaling (RGS) 4: qHTS. Transcreener GDP fluorescence polarization, RGS4-accelerated GTP hydrolysis. Potency, µM (titrated, usually from 114 µM), for the others: at the top dose activity change, negative = inhibition, usual class: inhibitors. 0.039% of 390,000 active; note: potency is the fitted concentration of half-maximal effect; % is set by controls: 0 for no effect and ±100 for the full control effect; nearly all actives have a fitted effect of over 75% in size; some results filed as inactive show a strong effect at the top dose
# Target sequence (P49798 whole entry, looked up): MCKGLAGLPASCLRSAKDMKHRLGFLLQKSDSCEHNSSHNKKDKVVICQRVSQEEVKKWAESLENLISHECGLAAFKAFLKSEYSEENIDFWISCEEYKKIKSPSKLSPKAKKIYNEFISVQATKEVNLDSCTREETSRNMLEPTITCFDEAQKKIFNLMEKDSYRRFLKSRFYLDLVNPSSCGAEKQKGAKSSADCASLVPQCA
#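 MLSMR compounds (23 nl, pin-transferred) preincubated 10 min at room temperature with a 500nM (2x) first reagent, then RGS4 at 900nM (2x) plus Transcreener GDP mix added; fluorescence polarization (620/688 nm) read before and after 90 min at 30 °C.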
# An asterisk follows results filed as active; ? = inconclusive; . = no result given; & = joins results of further samples; [ ] = another dose, or the depositor's remark. Unless noted, calls come from the whole dose curve; as a rule, active = well fitted curve in the direction sought with a large enough effect; inconclusive = small, poorly fitted or top-dose-only effect, or another doubt; inactive = no such curve, though single readings can be large; an effect the other way counts as inactive or inconclusive.
smiles	D2 agonist	RGS4 inhibitor	Vif-A3F inh	Vif-APOBEC3G blk	LDHA block	ERG Ets-DNA blk	ALOX12 inh	D2 antag	GRP78 ERSR act
O=C(Nc1ccccc1C(=O)OC1CCOC1=O)c1ccco1 (configuration not stated)	0.7	23.2%[11.4 µM]	0.1%	-0.3%	-5.7	3.2%	-14.4%	-11.4	-4.1%
CCN(CC)S(=O)(=O)c1ccc(NC(=O)COC(=O)c2cc(S(=O)(=O)Nc3ccc(OC)cc3)ccc2O)cc1	-1.2	-16.0%	-3.6%	-1.0%	5.1	33.0%[activator]	-15.6%	-8.7	-3.3%
CC(C)(O)C#Cc1ccc(CN2CCN(CCc3ccccc3)C(CCO)C2)s1 (configuration not stated)	0.9	5.3%	-11.3%	-4.5%	1.3	9.8%	-4.4%	0.3	-1.9%
CC(=O)Nc1ccc(S(=O)(=O)N(C)CC(=O)Nc2ccc(F)c(F)c2F)cc1	0.1	9.3%	0.2%	-5.9%	-6.2	1.6%	-3.0%	-4.2	-3.9%
CCCCc1ccc(NC(=O)CSC2=NN3CCCC(=O)N=C3S2)cc1	-0.3	-9.7%	2.7%	-0.6%	-6.8	-0.8%	-0.6%	8.1	-2.1%
COc1ccnc(Oc2ccccc2)n1	0.9	4.8%	2.4%	1.5%	-3.8	0.9%	8.6%	5.3	2.5%
CCOc1ccc(S(=O)(=O)N(CC)CC(=O)NCc2ccncc2)cc1	-0.8	17.1%	-6.7%	0.4%	-6.8	3.7%	-5.8%	2.2	-2.3%
CC1CCCC(C)N1/N=C/c1ccc(Cl)cc1 (configuration not stated)	0.3	-38.9%	0.0%	0.2%	-5.4	-9.4%	-6.8%	27.8	-3.4%
O=C(COc1cccc2cccnc12)NCC(F)(F)F	-0.6	-40.7%	0.4%	1.8%	19.0	8.8%	?	1.5	-2.9%
O=C(Cc1ccc(F)cc1)Nc1nnc(SCC(=O)N2CCCCC2)s1	-2.2	14.9%	-2.4%	0.4%	-7.7	-3.4%	-4.2%	-3.2	-1.2%
COc1cc(C(=O)NCCc2ccc3c(c2)OCCO3)ccc1OCC(=O)N1CCOCC1	-0.2	1.9%	-2.2%	0.3%	-2.6	-0.6%	-29.7%	17.0	-1.4%
CN(CC(=O)Nc1cccc(F)c1)C(=O)c1ccc(N2C(=O)c3ccccc3C2=O)cc1	1.1	-20.1%	0.0%	1.6%	2.8	.	?	20.2	-3.9%
COc1cc(/C=C/C(=O)OCC(=O)NCCCc2ccccc2)cc(OC)c1OC	.	-18.6%	1.4%	0.0%	-3.9	9.9%	169.9%[activator]	.	-2.8%
O=C(NN(C(=O)c1ccccc1)c1cccs1)c1ccccc1	.	-5.8%	2.5%	1.4%	-3.7	1.9%	-13.4%	.	-1.0%
O=C(O)/C=C/c1cccc2c1OCCO2	0.5	8.3%	-0.5%	-6.0%	-2.6	10.9%	0.0%	1.2	-1.9%
CN(C)c1nc(NCc2ccccc2)nc(SCC(N)=O)n1	-0.3	-9.7%	-14.8%	-1.0%	-4.1	-0.2%	14.2%	-13.8	-3.3%
O=C(N/N=C/c1cccnc1)c1ccco1	-0.6	-28.7%	-1.8%	5.7%	0.3	-5.3%	4.4%	-5.3	0.8%
CC(CCc1ccco1)NC(=O)CCc1nnc2ccc(NCc3ccccc3)nn12 (configuration not stated)	0.2	-30.0%	1.5%	-9.2%	-4.2	8.5%	-1.8%	-4.7	-3.4%
COc1cc(OC)cc(C2C(C#N)=C(N)Oc3n[nH]c(-c4cccnc4)c32)c1 (configuration not stated)	0.1	-11.3%	-3.3%	-2.0%	6.4	.	-6.5%	-0.4	-4.2%
Oc1ccccc1C=Nc1ccccc1-c1nc2ccccc2[nH]1	-0.1	9.8%	6.8%	-31.4%	-2.9	-1.2%	-6.9%	-4.8	-1.9%
C=CCn1c(O)c(N=NC(=S)Nc2ccc(OC)cc2)c2ccccc21	-2.4	-12.8%	4.0%	0.6%	-5.7	0.4%	4.5%	-13.4	-3.2%
COc1ccc(NC(=O)CN(C)C(=O)c2ccc(C)c(S(=O)(=O)N3CCCCC3)c2)cc1	.	-13.3%	12.9%	3.2%	-0.8	-3.5%	111.7%[activator]	.	-1.4%
COc1ccc(S(=O)(=O)N2CCCCC2)cc1NC(=O)COc1ccccc1	0.2	6.1%	-2.4%	-5.6%	-2.7	7.8%	-17.5%	-1.2	-2.7%
O=C(NCC1CCCO1)c1cn(Cc2ccccc2)nc1-c1ccccc1 (configuration not stated)	0.1	0.1%	1.1%	-3.3%	-1.5	-4.2%	-0.9%	-11.7	1.0%
Cc1ccc(S(=O)(=O)N(C)/N=C2/C(=O)N(CC(=O)O)c3ccccc32)cc1	-1.2	-18.0%	2.2%	-0.1%	0.2	0.0%	-60.4%	-11.2	-2.1%
CCN(CC(=O)Nc1c(F)cccc1F)C(=O)C1CC(=O)N(CCc2ccccc2)C1 (configuration not stated)	-0.2	-8.4%	0.2%	1.4%	-4.0	-0.2%	-0.9%	-10.0	-2.2%
CC1(C(=O)NC2CCCC2)CCC(=O)N1Cc1cccs1 (configuration not stated)	0.2	-23.9%	-1.0%	0.5%	-3.7	0.8%	-26.8%	-10.4	-4.6%
Cc1ccccc1CN(C)C(=O)c1ccc2ccccc2n1	-0.9	-19.1%	-15.8%	-2.8%	-4.7	5.2%	-17.3%	7.7	3.2%
C=C(C)c1cccc(C(C)(C)NC(=O)NC2CCN(Cc3ccccc3)CC2)c1	0.3	-2.2%	5.0%	-0.5%	-2.7	-5.3%	-15.9%	89.2*	-3.4%
O=S(=O)(NC1CCCCC1)c1cccc2nsnc12	-0.1	6.8%	8.0%	-0.3%	-0.2	4.2%	-3.3%	-2.2	-4.4%
CCOC(=O)c1[nH]c2ccc(Br)cc2c1NC(=O)CCN1CCCC(C)(C)C1	60.2*	-18.2%	8.3%	-9.6%	-6.3	.	?	-3.7	0.6%
Cc1c(Cl)ccc(S(=O)(=O)NCCCn2ccnc2)c1Cl	19.8	14.5%	-2.6%	-0.3%	-0.8	-3.5%	14.3%	4.0	-4.7%
COc1ccc(-c2nnc(N3CCC(C)CC3)c3ccccc23)cc1	1.1	-25.8%	2.6%	0.0%	0.0	-5.8%	-4.0%	13.9	-3.7%
CNS(=O)(=O)c1ccc(CCC(=O)N2CCN(c3ccccc3OC)CC2)cc1	0.0	11.8%	15.5%	5.7%	-0.7	-2.2%	2.6%	-2.0	-4.8%
COc1ccc(C(=O)Nc2ccc3ccccc3c2)c(OC)c1	-0.4	-6.0%	4.2%	-10.9%	-1.2	1.7%	-25.3%	-6.8	-5.9%
Cn1c(=O)c2c(nc(CN3CCN(c4ccccc4)CC3)n2CCc2ccccc2)n(C)c1=O	.	-53.3%	-24.6%	-8.6%	0.1	0.6%	0.1%	.	-2.0%
Cc1ccc(C(=O)Nc2ccccc2N2CCCCC2)cc1S(=O)(=O)N1CCOCC1	.	5.9%	-7.8%	2.8%	-3.1	6.0%	-14.0%	.	-1.6%
CN(C(=O)C1CCOC1)c1nnc(-c2cccnc2)s1 (configuration not stated)	.	50.7%	0.0%	0.2%	-2.7	8.2%	0.0%	.	-4.5%
COc1ccc(CCNC(=O)CSc2nc3ccsc3c(=O)n2CC2CCC(C(=O)O)CC2)cc1OC (configuration not stated)	0.0	-13.9%	8.6%	1.4%	0.2	-5.6%	-1.5%	10.1	0.6%
CC1CCCCN1C(=O)COc1ccc(S(=O)(=O)N2CCCC2)cc1[N+](=O)[O-] (configuration not stated)	0.4	5.3%	-0.9%	-4.4%	-1.4	-6.0%	-10.2%	14.7	-4.3%
COc1ccc2c(c1OC)C(=O)O[C@@H]2[C@H]1c2c(cc3c(c2OC)OCO3)CCN1C	1.1	3.6%[56.9 µM]	-8.8%	?	0.9	.	?	5.2	-2.1%&-1.1%&2.3%&-3.6%
COc1ccc(CCCN2CCC(CN3C(=S)NC[C@@H]3Cc3ccccc3)CC2)cc1OC	.	15.3%	2.9%	-2.9%	-4.9	-0.5%	-5.7%	.	-1.0%
CCCn1c(SC/C(O)=C(\C#N)c2nc3ccccc3[nH]2)n[nH]c1=O	-2.1	-0.2%	-25.0%	-6.3%	-2.6	-5.5%	0.3%	-4.5	-6.0%
O=C1NCCC/C1=N/Nc1cc(F)ccc1F	1.3	-6.5%	-3.4%	1.7%	-0.9	4.3%	0.0%	10.1	0.7%
CC(C)(C)c1csc(NC(=O)CCc2ccccc2)n1	-1.6	31.8%	-20.1%	1.5%	-4.7	2.4%	-20.5%	10.6	5.4%
c1ccc(-c2ncnc3nc4n(c23)CCC4)cc1	0.2	-8.2%	-9.6%	1.0%	-3.9	-4.1%	1.7%	33.7*	-3.2%

# These rows are one share of the data, so the mix of outcomes need not match the whole.
